Source: PubChem
PfG6PD inh – PfG6PD enzyme inhibitors, primary screen, biochemical, fluorescence intensity, uHTS. glucose-6-phosphate dehydrogenase-6-phosphogluconolactonase (Plasmodium falciparum 3D7). PfGluPho enzyme, NADPH resazurin-diaphorase fluorescence. inhibition, % at 20 µM. 350,000 tested, 0.78% active. AID 504690, 2011;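 active = inhibition reaching at least a set limit at 20 µM in the primary screen, cut at about 59% in these data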;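 note: 0% = DMSO wells with substrate and 100% = DMSO wells lacking glucose-6-phosphate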
SENP8 block-1 – human SENP8 protease inhibitors, primary screen, biochemical, fluorescence, Nedd8 protein substrate, uHTS; Sentrin-specific protease 8 (Homo sapiens), Q96LD8; recombinant SENP8; inhibition, % at 20 µM; 360,000 tested, 0.64% active; AID 602440, 2012; in the data active = inhibition mostly above about 40%, no sharp cut-off; inactive = mostly below about 27%
Apaf-1 inh – inhibitors of human Apaf-1 apoptosome, primary screen, biochemical, DEVD-Rh110 fluorescence, uHTS; Apoptotic protease-activating factor 1 (Homo sapiens), O14727; reconstituted apoptosome caspase-3 activity; inhibition, % at 20 µM; 330,000 tested, 0.71% active; AID 489030, 2010; active = inhibition of at least 40% at 20 µM;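 note: plate controls were DMSO wells for no effect and DEVD-CHO caspase inhibitor wells for full effect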
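System – cell-free apoptosome with Apaf-1, procaspase-3 and caspase-9 · Buffer or medium – pH 7.5 Hepes buffer with CHAPS, BSA, DTT · Also added – cytochrome c with DEVD-Rh110 · Times – 30 min compound preincubation, 50 min activation, room temperature · Technique – Rh110 fluorescence intensity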
SENP1 FRET inh – human SENP1 catalytic domain inhibitors, primary screen, biochemical, FRET, uHTS. AID 624204, 2012. recombinant SENP1 catalytic domain, CyPet-SUMO1-YPet FRET cleavage. inhibition, % at 10 µM. Sentrin-specific protease 1 (Homo sapiens), Q9P0U3. 360,000 tested, 0.21% active;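 active = inhibition at least 30% at 10 µM, raw YFP signal under a set limit, fluorescence ratio 0.5 to 1.5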;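 note: 0% = enzyme with DMSO and 100% = no enzyme wells; some results filed as inactive read as strong as hits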
Target sequence (Q9P0U3 419-644 limits assumed): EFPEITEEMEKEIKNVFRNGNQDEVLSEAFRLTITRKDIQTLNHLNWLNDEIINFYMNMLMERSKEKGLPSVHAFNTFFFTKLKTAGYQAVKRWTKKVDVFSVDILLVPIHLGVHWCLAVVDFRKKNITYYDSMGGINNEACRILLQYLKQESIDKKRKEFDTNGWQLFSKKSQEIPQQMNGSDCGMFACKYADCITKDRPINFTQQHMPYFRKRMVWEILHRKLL
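Compound: 10 µM single point, 0.5% DMSO; Test system: hSENP1 catalytic domain, recombinant; Timing: 50 min reaction at room temperature; Technique: FRET, CFP and YFP emission; Control set: no-enzyme wells low, DMSO-plus-enzyme wells high control.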
HKDC1 inh – HKDC1 hexokinase inhibitors, primary screen, biochemical, fluorescence, uHTS. AID 493160, 2011. inhibition, % at 20 µM. 340,000 tested, 0.16% active. recombinant HKDC1, G6PDH/diaphorase resazurin coupled fluorescence;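 active = inhibition above about 35% when tested at 20 µM, limit read from the data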;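 note: plate controls were DMSO wells with enzyme for no effect and DMSO wells lacking enzyme for full effect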
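Test system: recombinant HKDC1 (HK5) hexokinase enzyme, produced in-house; Amount: enzyme 5 µg/mL final; Buffer or medium: Tris pH 8.0 buffer with MgCl2, Tween-20, BSA, BME; Reagent: glucose and ATP substrates; Doses: 20 µM test compound, 1% DMSO; Incubation: 90 min reaction incubation at room temperature, dark; Detection: resorufin fluorescence at 613 nm.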
SENP8 block-2 – SENP8 protease inhibitors, primary screen, biochemical, luminescence; 330,000 tested, 1.2% active; Sentrin-specific protease 8 (Homo sapiens), Q96LD8; purified SENP8, Z-RLRGG-aminoluciferin cleavage; AID 2540, 2010; inhibition, % at 10 µM; in the data active = inhibition above about 50%
NALP3 yeast inh – NALP3 inflammasome inhibitors in reconstituted yeast, primary screen, luminescence, uHTS; AID 2825, 2010; inhibition, % at 10 µM; Yeast reconstituted NLRP3/ASC/caspase-1, beta-gal luminescence, 24 h; 330,000 tested, 0.39% active;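 active = inhibition of 50% or more; inactive = inhibition below 50%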;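 note: plate controls were induced DMSO wells for no effect and uninduced yeast grown without galactose for full effect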
SENP7 inh – SENP7 protease inhibitors, primary screen, biochemical, luminescence, uHTS; recombinant SENP7, Z-RLRGG-aminoluciferin luminescence, 40 min; inhibition, % at 5 µM; 330,000 tested, 1.5% active;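 active = inhibition above about 50% at the single test dose, limit read from the data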;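 note: plate controls were DMSO with enzyme for no effect and no enzyme buffer wells for full effect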
Target sequence (Q9BQF6 706-1050 limits assumed): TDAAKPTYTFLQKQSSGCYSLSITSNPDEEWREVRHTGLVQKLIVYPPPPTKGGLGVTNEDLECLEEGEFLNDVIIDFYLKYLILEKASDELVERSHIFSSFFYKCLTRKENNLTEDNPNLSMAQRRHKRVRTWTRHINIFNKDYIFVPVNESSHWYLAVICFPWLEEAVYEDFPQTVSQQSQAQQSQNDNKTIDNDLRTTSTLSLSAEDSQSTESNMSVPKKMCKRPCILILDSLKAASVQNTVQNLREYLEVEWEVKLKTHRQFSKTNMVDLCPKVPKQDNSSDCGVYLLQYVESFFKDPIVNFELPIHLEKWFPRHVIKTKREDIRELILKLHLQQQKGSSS
SENP6 block – SENP6 protease inhibitors, primary screen, biochemical, luminescence, uHTS; Sentrin-specific protease 6 (Homo sapiens), Q9GZR1; Recombinant SENP6 catalytic domain, aminoluciferin luminescence; inhibition, % at 10 µM; 330,000 tested, 1.8% active;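 active = inhibition above about 50% at the single tested dose, limit read from the data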;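 note: plate controls were DMSO wells with enzyme for no effect and DMSO wells lacking enzyme for full effect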
Target sequence (Q9GZR1 628-1112 limits assumed): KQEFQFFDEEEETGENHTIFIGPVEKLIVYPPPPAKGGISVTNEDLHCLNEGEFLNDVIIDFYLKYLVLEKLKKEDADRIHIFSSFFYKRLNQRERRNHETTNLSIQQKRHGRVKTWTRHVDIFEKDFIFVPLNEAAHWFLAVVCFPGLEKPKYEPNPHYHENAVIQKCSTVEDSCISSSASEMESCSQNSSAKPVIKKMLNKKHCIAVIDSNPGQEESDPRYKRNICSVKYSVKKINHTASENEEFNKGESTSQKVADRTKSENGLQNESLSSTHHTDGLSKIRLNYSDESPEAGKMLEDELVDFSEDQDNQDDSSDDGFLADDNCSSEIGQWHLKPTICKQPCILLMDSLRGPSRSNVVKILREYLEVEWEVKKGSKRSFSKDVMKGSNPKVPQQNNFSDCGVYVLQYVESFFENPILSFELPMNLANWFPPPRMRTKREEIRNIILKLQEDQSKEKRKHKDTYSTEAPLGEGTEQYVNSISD
Active calls of the source: *; i = inactive; / = not tested or not shown.

SMILES	PfG6PD inh	SENP8 block-1	Apaf-1 inh	SENP1 FRET inh	HKDC1 inh	SENP8 block-2	NALP3 yeast inh	SENP7 inh	SENP6 block
COc1ccc(Cl)cc1NC(=O)COC(=O)C(CC(C)C)N1C(=O)C2CC=CCC2C1=O (stereo unspecified)	26	26	12	-2	14	-3	4	2	-19
O=C1C2C3C=CC(O3)C2C(=O)N1N=C1CCCCC1 (stereo unspecified)	-25	5	/	1	-5	/	/	/	/
COc1cc(C(=O)Nc2ccc(Br)cc2C(=O)c2cc(OC)c(OC)c(OC)c2)cc(OC)c1OC	-22	18	/	1	-2	/	/	/	/
Cc1ccc(N2CCN(C(=S)Nc3ccc(Cl)cc3)CC2)cc1	-8	-1	0	7	-3	-11	18	-8	-15
O=C1Nc2ccccc2/C1=C\c1cccn1-c1ccc(OC(F)(F)F)cc1	12	33	27	8	-2	3	10	-4	-7
Cn1c(N)c(C(=O)COC(=O)c2cc(-c3ccccc3)nc3ccccc23)c(=O)n(Cc2ccccc2)c1=O	18	-120	5	-84	6	-2	18	-5	-7
COc1ccc2c(-c3ccccc3)cc(SCC(=O)N(C)C3CCS(=O)(=O)C3)nc2c1 (stereo unspecified)	40	-85	2	-7	2	1	3	0	-12
Cc1cccc(NS(=O)(=O)c2cc3c4c(c2)CCN4C(=O)CC3)c1C	3	4	4	2	1	-3	31	-6	-5
Cc1cccc(NC(=O)NC2CC3CCC(C2)N3Cc2ccco2)c1 (stereo unspecified)	-15	8	-12	4	-7	2	8	11	4
COc1cccc(C(=O)Nc2cc(C(F)(F)F)ccc2Cl)c1	39	17	4	0	-1	1	23	10	-17
CC1(c2ccc3ccccc3c2)NC(=O)N(CC(=O)Nc2ncccc2O)C1=O (stereo unspecified)	22	-4	-6	-10	5	-6	1	7	-9
COc1ccc(CNC(=O)[C@@H]2CCCN2C(=O)[C@@H]2Cc3ccccc3CN2C(=O)OC(C)(C)C)cc1	-13	3	9	2	2	9	-3	-3	-6
CCOC(=O)C1CCN(C(=O)c2ccc(OCC(=O)N3CCOCC3)c(OC)c2)CC1	-8	-3	-5	1	-4	-4	13	13	-10
Cc1ccccc1CSc1n[nH]c(NS(=O)(=O)c2ccccc2)n1	1	14	15	2	2	1	12	8	-3
O=C(C1CCCN(Cc2ccc3c(c2)OCO3)C1)N1CCCC1 (stereo unspecified)	-5	14	7	0	-3	-10	8	10	-19
O=S(=O)(Nc1ccc2c(c1)OCCO2)c1ccc(Br)s1	-12	21	-10	1	7	5	24	4	-3
Cc1sc2nc(CN3CCCC3)nc(NCc3ccncc3)c2c1C	-11	-125	-4	-26	-4	-12	6	-12	-3
COC(=O)[C@H](Cc1c[nH]c2ccccc12)NC(=O)NCc1ccc(OC)cc1	2	24	1	5	-3	6	14	4	-2
CCOc1c2ccc(C(=O)NCc3ccccc3OC)cc2nn1CC	-6	-490	-7	0	-5	-11	24	8	-13
O=C1C(=O)N(Cc2cccnc2)C(c2ccccn2)/C1=C(/O)c1ccc(F)cc1 (stereo unspecified)	4	22	-3	0	-3	3	1	0	-14

Fetched one by one from the list above, 3 records:
SMILES	PfG6PD inh	SENP8 block-1	Apaf-1 inh	SENP1 FRET inh	HKDC1 inh	SENP8 block-2	NALP3 yeast inh	SENP7 inh	SENP6 block
COc1ccc2c(-c3ccccc3)cc(SCC(=O)N(C)C3CCS(=O)(=O)C3)nc2c1 (stereo unspecified)	40	-85	2	-7	2	1	3	0	-12
Cc1cccc(NS(=O)(=O)c2cc3c4c(c2)CCN4C(=O)CC3)c1C	3	4	4	2	1	-3	31	-6	-5
Cc1ccccc1CSc1n[nH]c(NS(=O)(=O)c2ccccc2)n1	1	14	15	2	2	1	12	8	-3

Further entries follow:
SMILES	PfG6PD inh	SENP8 block-1	Apaf-1 inh	SENP1 FRET inh	HKDC1 inh	SENP8 block-2	NALP3 yeast inh	SENP7 inh	SENP6 block
COc1ccc(CN2C[C@H]3CCCN3c3cc(Br)ccc3S2(=O)=O)cc1	58	-1	22	4	0	/	/	0	/
COc1ccc(N2CCN(CC(O)COC(C)(C)C)CC2)cc1 (stereo unspecified)	3	18	-13	1	-2	0	-2	4	-8
Cc1nc2c(C)[n+](CC(=O)c3ccccc3)ccc2n1C	-9	5	1	-14	-4	-6	4	-8	-7
C/C(=C\c1ccccc1)C1NC(=O)c2c(sc3c2CCCC3)N1 (stereo unspecified)	16	-356	22	-52	-2	-2	23	0	5
COc1cc(/C=C/C(=O)OCC(=O)N(C)C2CCS(=O)(=O)C2)ccc1OC(F)F (stereo unspecified)	3	-49	-3	2	-11	-9	-2	-2	-5
CCCCN(CC)S(=O)(=O)c1ccc2c(c1)CCCN2C(C)=O	4	12	0	1	-1	1	1	-6	2
O=C(O)c1ccc(N/N=C2/CCCc3ccccc32)cc1	-24	-19	-18	2	2	48	17	17	71*
COc1ccc(C(=O)NC(=S)Nc2ccc(S(N)(=O)=O)cc2)cc1	-5	8	0	1	-15	2	14	-7	-4
Cc1cccc(NC(=O)c2ccc3nccnc3c2)n1	5	-13	15	1	-8	-4	24	3	8
O=C(Nc1ccccc1)c1nsnc1C(=O)Nc1ccccc1	4	15	1	1	-8	1	21	2	-6
Cc1cccc(CSc2cn(CC(=O)N3CCOCC3)c3ccccc23)c1	16	19	-1	1	-3	72*	20	74*	65*
CC1CCCN(C(C(=O)Nc2ccc3c(c2)OCCO3)c2ccccc2)C1 (stereo unspecified)	-20	11	9	0	4	-4	18	-4	-4
CCCC1=Nc2cc(C(=O)NCCCOCC)ccc2Sc2ccccc21	-1	21	45*	3	-5	4	3	6	4
CCOC(=O)c1ccc(NC(=O)C2C3C=CC(C3)C2C(=O)O)cc1 (stereo unspecified)	-9	10	0	1	-1	4	19	1	-13
Cn1c(=O)c2c(ncn2CC(=O)N2CCN(c3ccc([N+](=O)[O-])cc3)CC2)n(C)c1=O	7	18	-14	-1	-1	10	14	5	-16
O=C(NCCN1CCOCC1)c1ccc(-c2ccccc2)cc1	-1	1	-1	-2	-11	-2	24	-4	4
CCN(CC)CC(=O)NC1CC(C)(C)Cc2c1cnn2-c1ccc(F)cc1 (stereo unspecified)	-8	8	0	1	1	4	14	-1	9
COc1ccc(CC(=O)Nc2c3c(nn2C(C)(C)C)CS(=O)(=O)C3)cc1OC	44	12	5	1	9	5	9	-1	-9
Cc1ccc(NC(=S)Nc2ccc(C(C)C)cc2)cc1S(=O)(=O)N1CCCCCC1	16	22	14	-4	15	-9	20	-5	-3
CC(=O)Oc1ccc(NC(=O)Cc2ccccc2)c(C(=O)O)c1	-21	-31	5	-3	-7	-7	2	-18	-41
CC(NCC(=O)Nc1cc(S(=O)(=O)N2CCOCC2)ccc1N1CCOCC1)c1ccco1 (stereo unspecified)	-2	2	15	0	2	-14	16	-12	-28
CCOC(=O)C1=C(CC)NC2=C(C(=O)CCC2)C1c1ccc(OC)c(OC)c1 (stereo unspecified)	5	i	-5	-4	-1	-3	1	-1	-8
CC(=O)NCCNC(=O)c1ccc(Sc2ccccc2)c([N+](=O)[O-])c1	-25	14	6	1	1	5	8	1	-1
COc1ccc2c(CCNC(=O)c3ccco3)c[nH]c2c1	-4	-4	0	-18	3	-8	12	11	-11
Oc1ccc(Br)cc1CN1CCCCCCC1	-19	4	-6	-1	2	8	-4	-1	20
Cc1ccc(Oc2ccc3c(c2)C(=O)N(c2cccc4cccnc24)C3=O)cc1	12	3	2	2	1	4	-8	13	-10
Cc1noc(C)c1COc1ccc(C(=O)O)cc1	2	3	-3	2	-12	8	15	7	-1
COc1cccc(-c2nnc(N(C)C(=O)c3ccno3)s2)c1	/	/	-7	/	/	-21	28	25	14
C[C@]12C(=O)N(c3ccc(Cl)cc3)C(=O)N1[C@H]1c3ccccc3OC[C@@H]1[C@H]2c1ccccc1	-8	16	22	-1	0	-1	34	3	3
CC1CCCCN1C(=O)CSc1nnc(-c2ccco2)o1 (stereo unspecified)	16	7	-2	0	-5	-6	25	1	-11
CCOC(=O)N1CCN(S(=O)(=O)c2ccc(F)c(C(=O)Nc3cccc(Cl)c3C)c2)CC1	-8	10	7	0	-5	3	0	-1	-3
O=C(c1cc([N+](=O)[O-])ccc1N1CCOCC1)N1CCN(c2ccccc2)CC1	/	14	12	-1	/	-3	21	-9	0
COc1ccc(CC(=O)Nc2nc(-c3ccccc3)c(C(C)=O)s2)cc1OC	-12	16	12	-1	8	-3	4	-11	-24
Cc1c(NC(=O)Nc2cccc(C#N)c2)c(=O)n(-c2ccccc2)n1C	-4	-8	-2	1	-9	-3	4	2	-15
Cc1c(NC(=O)c2ccc(-c3cccc([N+](=O)[O-])c3)o2)c(=O)n(-c2ccccc2)n1C	6	8	0	2	-11	0	3	2	5
Cc1cc(C)n(-c2nc3ccccc3nc2N2CCOCC2)n1	15	-66	-1	-21	-4	-9	-1	10	6
CC(C)(C)NS(=O)(=O)c1ccc(OCC(=O)NCc2ccco2)cc1	8	12	-22	0	-5	-2	12	14	8
COc1ccc(S(=O)(=O)N(C)CC(=O)Nc2ccccc2C(F)(F)F)cc1OC	-17	10	-10	-3	6	6	-1	-2	-23
Cc1cc(C(C)(C)C)c(O)c(C)c1CC1=NCCN1	-11	8	-4	0	5	-2	12	1	-4
CCOC(=O)C(Cc1ccc(OC)c([N+](=O)[O-])c1)NC(=O)CCC(=O)Nc1ccc(C)cc1 (stereo unspecified)	0	14	12	-2	-3	-4	5	-9	-16
O=C(CCCCCn1c(=O)[nH]c2ccsc2c1=O)NCc1ccc(F)cc1	-12	20	4	0	-6	-3	23	1	1
CC1CC(C)CN(C(=O)COC(=O)c2ccc3c(c2)OCCO3)C1 (stereo unspecified)	2	0	-4	0	3	5	-4	-4	-24
Cc1[nH]c(=O)c(C#N)c(C)c1Br	-13	-4	2	-1	-1	-7	0	5	-22
CCOc1ccccc1CNC(=O)C1CCCN(c2nnc(C)c3c(C)n(-c4ccccc4)nc23)C1 (stereo unspecified)	36	-298	19	1	-1	6	18	5	-6
CN(C1(C)CCS(=O)(=O)C1)S(=O)(=O)c1ccc2ccccc2c1 (stereo unspecified)	-11	13	7	-2	-4	-1	25	-6	-3

SENP7 inh: what is marked active above
Compound,PfG6PD inh,SENP1 FRET inh,HKDC1 inh,NALP3 yeast inh,SENP7 inh,SENP6 block
Cc1cccc(CSc2cn(CC(=O)N3CCOCC3)c3ccccc23)c1,16,1,-3,20,74*,65*
